Bioassay records deposited in PubChem BioAssay by several laboratories.
KOR beta-arrestin-1: KOR antagonists, beta-arrestin recruitment, cell-based, luminescence, uHTS (AID 1778); KOR beta-arrestin recruitment, luminescence, antagonist mode; higher % means a stronger effect; one-dose inhibition, % at 10 µM; IC50 in µM for titrated hits; 290,000 tested, 0.091% active; also: strong numbers were not always called active
Salmonella PhoP GFP: inhibitors of PhoP regulon expression, primary screen, Salmonella Typhimurium, GFP reporter (AID 1863). S. Typhimurium PhoP-regulated promoter GFP reporter, 4 h; higher % means a stronger effect. inhibition, % at 50 µM, or IC50 in µM where a hit was titrated. 300,000 tested, 0.16% active;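 active = inhibition over 29.93%, a cutoff 3 SD above the screen mean, later confirmed by dose response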;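 also: 0% = low Mg2+ inducing control and 100% = high Mg2+ repressing control; strong numbers were not always called active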
SIAH1 antagonists: blockers of Siah-1 interaction with plectin peptide – biochemical, fluorescence polarization, rhodamine-plectin, uHTS, primary screen (AID 1817); Siah-1 / rhodamine-plectin peptide fluorescence polarization; higher % means a stronger effect; displacement, % at 20 µM, or IC50 in µM where a hit was titrated; 290,000 tested, 0.02% active;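 active = displacement of at least 50% at 20 µM, with a fluorescence ratio check between 0.3 and a set limit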;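 also: plate controls were Siah plus tracer with DMSO for no effect and tracer alone without Siah for full effect; strong numbers were not always called active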
NOD1 NF-kB reporter: inhibition of NOD1-driven NF-kB reporter – cell-based, luminescence, uHTS, primary screen (AID 1578); NOD1-driven NF-kB luciferase reporter cells, luminescence; higher % means a stronger effect; one-dose inhibition, % at 4 µM; EC50 in µM for titrated hits; 290,000 tested, 1% active; in the data active = inhibition mostly above about 36%, no sharp cut-off; inactive = mostly below about 34%;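 also: HEK-293T reporter cells stimulated with the NOD1 agonist gamma-tri-DAP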
Myeloid diff 2: compounds promoting myeloid differentiation; ER-HoxA9 myeloid progenitors, lysozyme-GFP differentiation, flow cytometry; calls only at 10 µM; 360,000 tested, 1% active;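 active = normalized GFP-positive differentiation at or above the plate's own cutoff, the solvent-only control mean plus 3 SD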;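 also: cells exposed to compound for four days before flow analysis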
HIV peptide binding: cell-free HIV fusion peptide-binding blockers – biochemical, uHTS, fluorescence dequenching, primary screen (AID 1986). inhibition, % at 20 µM; hits with a dose series show IC50 in µM. cell-free peptide binding, fluorescence dequenching, 30 min; higher % means a stronger effect. 290,000 tested, 0.3% active; in the data active = inhibition mostly above about 52%, no sharp cut-off; inactive = mostly below about 76%; also: some results filed as inactive read as strong as hits
LYP inhibition: PTPN22 lymphoid phosphatase activity blockers – biochemical, fluorescence intensity, uHTS (AID 1779) | recombinant LYP phosphatase, fluorescence intensity; higher % means a stronger effect | 290,000 tested, 0.054% active | inhibition, % at 11.5 µM; hits with a dose series show IC50 in µM;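 also: plate controls were vehicle with enzyme for no effect and no enzyme for full effect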
KOR beta-arrestin-2: KOR agonists, beta-arrestin recruitment, primary screen, cell-based, luminescence, uHTS (AID 1777); KOR beta-arrestin recruitment, luminescence; higher % means a stronger effect; activation, % at 10 µM; hits with a dose series show EC50 in µM; 280,000 tested, 0.02% active; in the data active = activation above about 50%, passing the limit was not always enough; also: a part of the inactive calls stands beside numbers as strong as those of hits
NOD2 inhibition: NOD2 signaling inhibitors, cell-based, luminescence, uHTS, HEK293 (AID 1566); HEK293 NOD2/NF-kB luciferase reporter, luminescence; higher % means a stronger effect; inhibition, % at 4 µM, or EC50 in µM where a hit was titrated; 290,000 tested, 0.63% active; also: many of its hits are not listed in these tables
Myeloid diff 2 GFP+ MAC1+ %: also measured in Myeloid diff 2; calls as there; GFP+ MAC1+ double positive, %; measured here: differentiation confirmed by MAC1 staining
* marks the source's active call; other numbers are inactive results; [ ] = another dose, or the depositor's remark. Rule as the data show it, unless noted: active = inhibition above about 50%; inactive = the rest. This is a subset; rates above refer to the full screens.

Screening O=c1cc(NCc2ccco2)[nH]c(=O)n1-c1ccc(Br)cc1 returned KOR beta-arrestin-1 1%, Salmonella PhoP GFP -13%, SIAH1 antagonists 5%, NOD1 NF-kB reporter -33%, Myeloid diff 2 inactive, HIV peptide binding 37%, LYP inhibition 4%, KOR beta-arrestin-2 -3.7%, NOD2 inhibition 8% and Myeloid diff 2 GFP+ MAC1+ % 0.9.
For O=C(c1ccc(N2CCCCC2)c([N+](=O)[O-])c1)N(Cc1ccccc1)c1ccccn1 the results were KOR beta-arrestin-1 -7%, Salmonella PhoP GFP -11%, SIAH1 antagonists 1%, NOD1 NF-kB reporter 28%, Myeloid diff 2 inactive, HIV peptide binding -3.4%, LYP inhibition 4%, KOR beta-arrestin-2 3.6%, NOD2 inhibition -9% and Myeloid diff 2 GFP+ MAC1+ % 0.7.
Screening CCOC(=O)C1CCCCN1Cc1ccc(F)cc1 (stereo not given) returned KOR beta-arrestin-1 -4%, Salmonella PhoP GFP -5%, SIAH1 antagonists 0%, NOD1 NF-kB reporter 0%, Myeloid diff 2 inactive, HIV peptide binding 14%, LYP inhibition -6%, KOR beta-arrestin-2 4.4%, NOD2 inhibition 1% and Myeloid diff 2 GFP+ MAC1+ % 2.8.
Screening CC(C)(C)NC(=O)c1cc(F)c(F)cc1Cl returned KOR beta-arrestin-1 -24%, Salmonella PhoP GFP -1%, SIAH1 antagonists -6%, NOD1 NF-kB reporter 22%, Myeloid diff 2 inactive, HIV peptide binding -0.2%, LYP inhibition -34%, KOR beta-arrestin-2 2.0%, NOD2 inhibition -1% and Myeloid diff 2 GFP+ MAC1+ % 1.6.
`NC(=O)c1c(NC(=O)c2ccccc2C(=O)O)sc2c1CCCC2` gave KOR beta-arrestin-1 -4%, Salmonella PhoP GFP -4%, SIAH1 antagonists 4%, NOD1 NF-kB reporter 20%, Myeloid diff 2 inactive, HIV peptide binding 0.8%, LYP inhibition -3%, KOR beta-arrestin-2 -1.9%, NOD2 inhibition 4% and Myeloid diff 2 GFP+ MAC1+ % 2.0.
`COc1cccc(Nc2nc(-c3sc(NC(=O)c4ccccc4)nc3C)cs2)c1` gave KOR beta-arrestin-1 -9%, Salmonella PhoP GFP 10%, SIAH1 antagonists 2%, Myeloid diff 2 active, HIV peptide binding 1.7%, LYP inhibition -3%, KOR beta-arrestin-2 -4.0%, NOD2 inhibition 22% and Myeloid diff 2 GFP+ MAC1+ % 6.4*.
`CCc1nnc2c(N(C)C)nc3ccccc3n12` gave KOR beta-arrestin-1 -14%, Salmonella PhoP GFP -2%, SIAH1 antagonists 7%, NOD1 NF-kB reporter -26%, Myeloid diff 2 inactive, HIV peptide binding 1.2%, LYP inhibition -4%, KOR beta-arrestin-2 -4.2%, NOD2 inhibition 13% and Myeloid diff 2 GFP+ MAC1+ % 0.1.
Cc1ccc(NC2c3ccccc3C(=O)N2c2cccnc2)cc1 (stereo not given) was read as KOR beta-arrestin-1 37%, Salmonella PhoP GFP 0%, SIAH1 antagonists 9%, NOD1 NF-kB reporter 0%, Myeloid diff 2 inactive, HIV peptide binding -0.4%, LYP inhibition -8%, KOR beta-arrestin-2 1.1%, NOD2 inhibition 19% and Myeloid diff 2 GFP+ MAC1+ % 0.3.
For c1ccn2cc(-c3ccc4c(c3)OCO4)cc2c1 the results were KOR beta-arrestin-1 -45%[20 µM], Salmonella PhoP GFP 1%, SIAH1 antagonists -2%, NOD1 NF-kB reporter -38%, Myeloid diff 2 inactive, HIV peptide binding 9.9%, LYP inhibition -4%, KOR beta-arrestin-2 -3.8%, NOD2 inhibition -11% and Myeloid diff 2 GFP+ MAC1+ % 0.2.
Cc1cccc(NC(=O)COc2ccc(Br)cc2C)n1 was read as KOR beta-arrestin-1 -11%, Salmonella PhoP GFP -3%, SIAH1 antagonists -2%, NOD1 NF-kB reporter -46%, Myeloid diff 2 inactive, HIV peptide binding -2.0%, LYP inhibition 5%, NOD2 inhibition -61% and Myeloid diff 2 GFP+ MAC1+ % 0.4.
For Cc1ccc(S(=O)(=O)c2cc3c(=O)n4cc(C)ccc4nc3n(CC3CCCO3)c2=N)cc1 (stereo not given) the results were KOR beta-arrestin-1 17%, SIAH1 antagonists 0%, NOD1 NF-kB reporter -10%, HIV peptide binding -0.5%, LYP inhibition -11%, KOR beta-arrestin-2 0.9% and NOD2 inhibition 6%.
For COc1cc(-c2cc(=O)c3c(O)c(OC)c(OC)c(OC)c3o2)cc(OC)c1OC the results were KOR beta-arrestin-1 6%, Salmonella PhoP GFP 8%, SIAH1 antagonists -2%, NOD1 NF-kB reporter 18%, Myeloid diff 2 inactive, HIV peptide binding -1.3%, LYP inhibition -5%, KOR beta-arrestin-2 -1.2%, NOD2 inhibition -55% and Myeloid diff 2 GFP+ MAC1+ % 5.3.
For CC(C)[C@H](NC(=O)[C@@H]1CSC2c3ccccc3C(=O)N21)C(=O)NC1CCCC1 (stereo not given in full) the results were KOR beta-arrestin-1 0%, Salmonella PhoP GFP -6%, SIAH1 antagonists 5%, NOD1 NF-kB reporter -20%, Myeloid diff 2 inactive, HIV peptide binding 0.3%, LYP inhibition -4%, KOR beta-arrestin-2 -1.6%, NOD2 inhibition 7% and Myeloid diff 2 GFP+ MAC1+ % 0.7.
`CCCC12CN3CCN(CC(C3)/C1=N\NC(=O)c1ccc(F)cc1)C2` gave KOR beta-arrestin-1 14%, Salmonella PhoP GFP 0%, SIAH1 antagonists -2%, NOD1 NF-kB reporter -21%, Myeloid diff 2 inactive, HIV peptide binding 2.2%, LYP inhibition -10%, KOR beta-arrestin-2 -3.3%, NOD2 inhibition 5% and Myeloid diff 2 GFP+ MAC1+ % 0.5.
Cn1c(SCC(=O)Nc2ccccc2O)nnc1-c1ccco1 was read as KOR beta-arrestin-1 29%, Salmonella PhoP GFP -2%, SIAH1 antagonists 13%, NOD1 NF-kB reporter -18%, Myeloid diff 2 inactive, HIV peptide binding -1.1%, LYP inhibition -7%, KOR beta-arrestin-2 -5.7%, NOD2 inhibition 7% and Myeloid diff 2 GFP+ MAC1+ % 0.8.
For CCc1nnc(NC(=O)CN2C(=O)NC3(CC(C)CC(C)(C)C3)C2=O)s1 (stereo not given) the results were KOR beta-arrestin-1 7%, Salmonella PhoP GFP 3%, SIAH1 antagonists 2%, NOD1 NF-kB reporter -25%, Myeloid diff 2 inactive, HIV peptide binding 0.3%, LYP inhibition -4%, KOR beta-arrestin-2 -4.8%, NOD2 inhibition 8% and Myeloid diff 2 GFP+ MAC1+ % 0.4.
`Cc1ccccc1NC(=O)CSc1nc2ccccc2o1` gave KOR beta-arrestin-1 25%, Salmonella PhoP GFP 8%, SIAH1 antagonists -6%, NOD1 NF-kB reporter -49%, Myeloid diff 2 inactive, HIV peptide binding -1.1%, LYP inhibition -11%, KOR beta-arrestin-2 -1.8%, NOD2 inhibition -74% and Myeloid diff 2 GFP+ MAC1+ % 6.7.
`CC1(C)Oc2ccc3ccc(=O)oc3c2/C(=C/NNC(N)=S)C1=O` gave KOR beta-arrestin-1 1%, Salmonella PhoP GFP -5%, SIAH1 antagonists -10%, NOD1 NF-kB reporter -6%, Myeloid diff 2 inactive, HIV peptide binding -1.5%, LYP inhibition -1%, KOR beta-arrestin-2 -1.1%, NOD2 inhibition 8% and Myeloid diff 2 GFP+ MAC1+ % 0.3.
For CC(C)(C)Nc1ncnc2c1cnn2-c1ccccc1 the results were KOR beta-arrestin-1 12%, SIAH1 antagonists 4%, NOD1 NF-kB reporter -58%, Myeloid diff 2 inactive, HIV peptide binding -1.8%, LYP inhibition 1%, KOR beta-arrestin-2 -1.0%, NOD2 inhibition -216% and Myeloid diff 2 GFP+ MAC1+ % 1.6.
Screening CC(C)c1ccc(NC(=O)C2C3C=CC4(O3)C2C(=O)N(CCCN2CCOCC2)C4C(=O)NC2CCCCC2)cc1 (stereo not given) returned KOR beta-arrestin-1 -8%, Salmonella PhoP GFP 5%, SIAH1 antagonists -1%, NOD1 NF-kB reporter -18%, Myeloid diff 2 inactive, HIV peptide binding 0.3%, LYP inhibition -7%, KOR beta-arrestin-2 0.1%, NOD2 inhibition 6% and Myeloid diff 2 GFP+ MAC1+ % 0.5.
For Cc1ccc(-n2cc(CN3CCCN(C=O)CC3)c(-c3ccc(F)cc3)n2)cc1 the results were KOR beta-arrestin-1 -45%[20 µM], Salmonella PhoP GFP -5%, SIAH1 antagonists -12%, NOD1 NF-kB reporter 24%, Myeloid diff 2 inactive, HIV peptide binding -0.2%, LYP inhibition -6%, NOD2 inhibition -14% and Myeloid diff 2 GFP+ MAC1+ % 0.4.
CCO[C@@H]1OC(C(=O)N2CCOCC2)=C[C@H](C)[C@H]1CCCO was read as KOR beta-arrestin-1 7%, Salmonella PhoP GFP -4%, SIAH1 antagonists 0%, NOD1 NF-kB reporter -28%, Myeloid diff 2 inactive, HIV peptide binding 0.3%, LYP inhibition 4%, KOR beta-arrestin-2 -0.2%, NOD2 inhibition 18% and Myeloid diff 2 GFP+ MAC1+ % 1.1.
For NC(=O)c1cc(S(=O)(=O)Nc2cccc(F)c2)co1 the results were KOR beta-arrestin-1 2%, Salmonella PhoP GFP 0%, SIAH1 antagonists -3%, NOD1 NF-kB reporter -2%, Myeloid diff 2 inactive, HIV peptide binding 0.8%, LYP inhibition -6%, KOR beta-arrestin-2 0.4%, NOD2 inhibition 16% and Myeloid diff 2 GFP+ MAC1+ % 0.5.
`NNC(=O)c1nc(-c2ccccc2)cc(-c2ccccc2)n1` gave KOR beta-arrestin-1 -26%[20 µM], Salmonella PhoP GFP 0%, SIAH1 antagonists 0%, NOD1 NF-kB reporter -50%, Myeloid diff 2 inactive, HIV peptide binding 0.2%, LYP inhibition -4%, KOR beta-arrestin-2 -2.4%, NOD2 inhibition 7% and Myeloid diff 2 GFP+ MAC1+ % 0.2.

Reprinted at random: 3 entries already listed
CCO[C@@H]1OC(C(=O)N2CCOCC2)=C[C@H](C)[C@H]1CCCO was read as KOR beta-arrestin-1 7%, Salmonella PhoP GFP -4%, SIAH1 antagonists 0%, NOD1 NF-kB reporter -28%, Myeloid diff 2 inactive, HIV peptide binding 0.3%, LYP inhibition 4%, KOR beta-arrestin-2 -0.2%, NOD2 inhibition 18% and Myeloid diff 2 GFP+ MAC1+ % 1.1.
For NC(=O)c1cc(S(=O)(=O)Nc2cccc(F)c2)co1 the results were KOR beta-arrestin-1 2%, Salmonella PhoP GFP 0%, SIAH1 antagonists -3%, NOD1 NF-kB reporter -2%, Myeloid diff 2 inactive, HIV peptide binding 0.8%, LYP inhibition -6%, KOR beta-arrestin-2 0.4%, NOD2 inhibition 16% and Myeloid diff 2 GFP+ MAC1+ % 0.5.
`NNC(=O)c1nc(-c2ccccc2)cc(-c2ccccc2)n1` gave KOR beta-arrestin-1 -26%[20 µM], Salmonella PhoP GFP 0%, SIAH1 antagonists 0%, NOD1 NF-kB reporter -50%, Myeloid diff 2 inactive, HIV peptide binding 0.2%, LYP inhibition -4%, KOR beta-arrestin-2 -2.4%, NOD2 inhibition 7% and Myeloid diff 2 GFP+ MAC1+ % 0.2.
